# Screening results (PubChem BioAssay)
# Akt phos inh = inhibitors of Akt phosphorylation; Neuro2A IGF-stimulated pAkt S473 HTRF, 20 min; hits give low values; activity change, % for hits at 50 µM; hit rate 0.32% among 360,000; AID 651550; in the data active means activity change below about -80%; inconclusive means mostly about -51% to -80%; further: on the % scale 0 is the no-effect control and ±100 the full control effect
#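 Neuro2A cells in DMEM with 0.5% FBS, overnight at 37 deg C, given compound at single 50 µM final, then IGF (6 nM final) for 20 min at 37 deg C. Lysed; phospho-Akt Ser473 by HTRF after 24 h, 665/615 ratio.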
# CCT chaperon mod = modulators of cytosolic chaperonin (CCT/TRiC) activity; purified chaperonin ATPase assay, HTRF ADP detection, 30 min; activity change, % (no concentration beside the values), hits read low; AID 651819; hit rate 0.3% among 360,000; in the data active means activity change below about -30%; further: on the % scale 0 is the no-effect control and ±100 the full control effect
#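 Nucleotide hydrolysis assay: TRiC at 20–40 nM final (set by batch activity) with 10 uM ATP, 30 min at 37 °C, in presence of 76 uM compound. Detection by competitive ADP HTRF, 30 min ambient.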
# HepG2 tox = kills HepG2 cells in TGF-b inhibitor counter-screen. HepG2 CAGA-GFP viability, ATP luminescence, 18 h. Potency, µM (series often up to 46.1 µM), inactives show at the top dose activity change, negative = cytotoxicity, hits mostly cytotoxic. hit rate 0.76% among 410,000. AID 588856; further: potency means the concentration at half of the fitted maximal effect; some results filed as inactive show a strong effect at the top dose
#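 CellTiter-Glo luminescence gave cytotoxicity after 18 hours at 37 degrees C. The cells were HepG2 CAGA-GFP in 1% FBS DMEM, stimulated with 500 pg/mL TGF-beta after compound addition. %Activity was normalised to no-cell wells (complete cell-killing) and DMSO (no toxicity), and curves were fitted and classified.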
# A549 viability = A549 cytotoxicity, counter-screen for Nrf2 inhibitors | A549 ARE-Fluc cells, CellTiter-Fluor viability, 18-24 h | Potency, µM (series often up to 46 µM), inactives show at the highest dose activity change, negative = cytotoxicity, most hits filed as inhibitors | hit rate 0.16% among 390,000 | AID 504648; further: potency means the concentration at half of the fitted maximal effect; on the % scale 0 is the no-effect control and ±100 the full control effect
#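 Cytotoxicity counterscreen: CellTiter-Fluor fluorescence was measured in A549 ARE_Fluc cells after 18-24 h of compound exposure in a concentration series. The subsequent BugLite luminescent read reports ARE-luciferase activity.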
# TGFb SMAD3 inh = blocks TGF-b signaling; HepG2 CAGA-GFP TGF-b/SMAD3 reporter, GFP fluorescence, 18 h; TGF-beta stimulated, 500 pg/mL final; Potency, µM (series often up to 46.1 µM), without a hit: at the highest dose activity, negative = inhibition, most hits filed as inhibitors; hit rate 1.2% among 410,000; AID 588855; further: potency means the concentration at half of the fitted maximal effect; on the % scale 0 is the no-effect control and ±100 the full control effect; nearly all actives have a fitted effect of over 65% in size
#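 Read-out: total well GFP (ex488/em500-530) summed from mean per-cell fluorescence. Cells: HEPG2 CAGA-GFP, 1% FBS DMEM, 18 h at 37 degrees C with 500 pg/mL final TGF-beta. Unstimulated wells served as the full-inhibition control; stimulated DMSO wells = 0%.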
# Nrf2 ARE act = Nrf2 pathway activation. Potency, µM (titrated, usually from 46.1 µM), for the others: at the top dose activation, actives largely listed as activators. AREc32 ARE-luciferase reporter (MCF7-derived line), luminescence, 24 h. hit rate 0.31% among 410,000. AID 624171; further: potency means the concentration at half of the fitted maximal effect; % of control where 0% means no effect; nearly all actives have a fitted effect of over 65% in size
#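 For detection, Steady-Glo was added and plates sat 30 min at RT; before that, AREc32_Fluc cells grown overnight in OPTI-MEM/5% FBS had been treated with 23 nL compound for 24 hr at 37 deg C.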
# Abeta rescue = restores growth of yeast expressing A-beta42 peptide | hit rate 0.063% among 410,000 | AID 1347071 | yeast expressing A-beta42, growth rescue, OD600, 48 h; response scale: 0% DMSO, 100% iron-clioquinol control | Potency, µM (highest dose often 46.1 µM), for inactives: at the highest dose growth rescue, hits mostly activators; further: potency means the concentration at half of the fitted maximal effect; nearly all actives have a fitted effect of over 55% in size
#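 Growth rescue measured by 600 nm absorbance after 48 h yeast culture at 30 C with compound. Values normalized between DMSO and an equimolar ferric chloride plus clioquinol control.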
# Nrf2 block = Nrf2 pathway inhibition | AID 504444 | hit rate 2.1% among 360,000 | A549 ARE-Fluc reporter, luciferase luminescence, 18-24 h | Potency, µM (highest dose often 46 µM), without a hit: at the top dose activity change, negative = inhibition, most hits filed as inhibitors; further: potency means the concentration at half of the fitted maximal effect; on the % scale 0 is the no-effect control and ±100 the full control effect; nearly all actives have a fitted effect of over 60% in size
#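 Concentration-response testing used A549 ARE_Fluc cells at 5000 cells/well. Following an 18-24 h compound incubation, viability was read by fluorescence (Ex 405/Em 525) and luciferase output by luminescence.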
# MmCpn inh = M. maripaludis TRiC chaperonin inhibition; purified Mm-Cpn ATPase, ADP Transcreener TR-FRET; Potency, µM (series often up to 76.9 µM), for the others: top-dose activity, negative = inhibition, usual class: inhibitors; hit rate 0.031% among 330,000; AID 504842; further: potency means the concentration at half of the fitted maximal effect; on the % scale 0 is the no-effect control and ±100 the full control effect; nearly all actives have a fitted effect of over 80% in size
#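 ATPase read-out: TR-FRET ADP immunoassay (anti-ADP Eu cryptate vs ADP-d2), ex 320 nm, em 590/665 nm; signal drops as ADP forms. Enzyme 25 nM, ATP 10 uM, 30 min at 37°C after 10 min compound preincubation.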
# * marks the source's active call; other numbers are inactive results; i = inactive; ? = inconclusive; . = no result given; & = joins results of further samples; [ ] = remark or other dose. Unless noted, the call rests on the fitted dose curve; in most records, active means well fitted curve in the direction sought with a large enough effect; inconclusive means small, poorly fitted or top-dose-only effect, or another doubt; inactive means no such curve, though single readings can be large; an effect the other way counts as inactive or inconclusive.
1	CC(C)CCN(C(=O)c1ccc(Br)cc1)c1c(N)n(Cc2ccccc2)c(=O)[nH]c1=O
2	COc1cccc(OCC(O)CN2CCN(c3ncccn3)CC2)c1 (stereo not drawn)
3	CC1CCCC(C)N1C(=O)Cn1c(=O)sc2ccccc21 (stereo not drawn)
4	COc1cc(C(=O)N(C)Cc2cccc(OC)c2OC)ccc1OCC(=O)Nc1cccc(C(F)(F)F)c1
5	CC(C)(C)OC(=O)N1CCC(c2c(C(=O)N3CCN(C(=O)c4ccco4)CC3)cnn2-c2cccc(Cl)c2)CC1
6	CCOc1ccccc1-n1ccn(CC(=O)Nc2ccc(Br)cc2F)c(=O)c1=O
7	CC(=O)c1c(C)[nH]c(C(=O)OCC(=O)c2c(N)n(CC(C)C)c(=O)n(C)c2=O)c1C
8	O=C(c1ccccc1)c1cc2ccc(O)cc2oc1=O

screen / no.,1,2,3,4,5,6,7,8
Akt phos inh,i,i,i,i,i,i,i,i
CCT chaperon mod,2.5,-3.8,-0.6,1.5,1.0,-1.7,0.2,-4.3
HepG2 tox,12.3%,-23.5%,-0.2%,-12.6%,-19.2%&-28.2%,-1.0%,-4.7%,-48.1%
A549 viability,-2.7%,-0.5%,-21.5%,-16.5%,-1.2%&0.9%,2.2%,-2.1%,-16.4%
TGFb SMAD3 inh,22.0%,?,0.7%,?,?,-6.9%,2.2%,11.7%
Nrf2 ARE act,-0.3%,0.1%,-1.3%,3.0%,-0.2%&4.6%,1.2%,7.5%,5.2%
Abeta rescue,-0.7%,-5.1%,4.1%,1.3%,14.8%&-4.7%,-13.9%,-19.4%,-37.8%[inhibitor]
Nrf2 block,7.2%,11.1%,-17.8%,25.9µM*,?,-3.9%,18.4µM*,10.5%
MmCpn inh,0.2%,1.6%,-1.8%,-2.9%,-3.4%,-0.2%,0.3%,-2.2%

9	COC(=O)c1cccc(S(=O)(=O)N(Cc2ccco2)Cc2cc3cc(OC)c(OC)cc3[nH]c2=O)c1
10	CCCCC1(C)OC(=O)C(=Cc2c[nH]c3ccccc23)C(=O)O1 (stereo not drawn)
11	Cc1cc(C)c(Cn2c(C(O)c3ccccc3)nc3ccccc32)c(C)c1 (stereo not drawn)
12	NS(=O)(=O)c1ccc(CCNC(=O)CCNS(=O)(=O)c2ccccc2C(F)(F)F)cc1
13	CC(C)(C)NC(=O)C(c1ccc(-c2ccccc2)cc1)N(C[C@H]1CC[C@@H]([C@@H]2CC[C@H](CO)O2)O1)C(=O)c1ccc2ccccc2c1 (stereo partly drawn)
14	O=C(CSc1nc2ccc([N+](=O)[O-])cc2s1)c1ccc2ccccc2c1
15	O=Cc1cn(-c2ccccc2)nc1-c1cccc([N+](=O)[O-])c1
16	O=C(CSc1nnc(-c2cccnc2)n1Cc1ccccc1)NCc1ccco1

screen / no.,9,10,11,12,13,14,15,16
Akt phos inh,i,i,.,i,i,i,i,i
CCT chaperon mod,-0.8,-0.9,.,0.0,1.2,-2.6,2.0,-0.4
HepG2 tox,-28.9%,-7.7%,-38.9%,2.8%,-88.7%,5.5%,-7.7%,-16.9%
A549 viability,4.4%,2.8%,-17.3%,-1.5%,?,0.3%,.,-0.5%
TGFb SMAD3 inh,-31.3%,3.4%,15.8µM*,3.2%,?,?,5.1%,6.0%
Nrf2 ARE act,0.3%,0.1%,4.4%,-0.4%,-1.5%,-0.6%,16.6%,0.0%
Abeta rescue,8.3%,-20.7%,5.1%,4.0%,3.2%,-4.1%,-1.5%,12.1%
Nrf2 block,19.0%,3.5%,30.0%,4.4%,?,9.1%,.,27.6%
MmCpn inh,1.3%,-3.8%,.,0.3%,0.1%,?,.,-1.8%

17	O=C(N/N=C/c1ccoc1)c1ccccc1
18	Cc1ccc(OCc2ccc(-c3nc(C#N)c(N4CCC(C)CC4)o3)o2)cc1
19	CCN(CC)c1nc2c(S(=O)(=O)c3ccc(C)cc3)nnn2c2ccsc12
20	CC(=O)Nc1ccc(S(=O)(=O)N(C)CC(=O)OCC(=O)N2CCCCC2)cc1
21	O=C(NCCNS(=O)(=O)c1ccccc1Cl)c1cc(OCC(F)(F)F)ccc1OCC(F)(F)F
22	CCc1nc2c(OCc3ccc(OC)cc3)cccn2c1N(C)C(=O)C(C)C
23	CC1(C)NC(=O)N(CCCCOc2ccc(Cl)cc2)C1=O
24	CCN(C)C1CN(Cc2cn(Cc3ccccc3)nn2)S(=O)(=O)C1 (stereo not drawn)

screen / no.,17,18,19,20,21,22,23,24
Akt phos inh,i,.,.,i,i,i,i,i
CCT chaperon mod,0.1,.,.,1.1,-0.9,-1.3,0.3,0.8
HepG2 tox,-18.2%,-30.3%,-44.2%,4.1%,-24.1%,-12.4%,7.7%,.
A549 viability,-4.6%,5.6%,2.9%,-3.7%,0.0%,.,-3.7%,.
TGFb SMAD3 inh,-2.3%,4.2%,14.4%,6.2%,7.0%,3.5%,-2.9%,.
Nrf2 ARE act,5.6%,0.1%,-1.3%,0.1%,-0.1%,0.0%[9.22 µM],-0.3%,-1.2%
Abeta rescue,9.2%,-3.7%,-23.3%,7.3%,1.0%,14.4%,11.4%,-6.7%
Nrf2 block,8.7%,-16.1%,-0.3%,-3.1%,-21.3%,.,-16.4%,.
MmCpn inh,-2.6%,.,.,1.1%,-3.6%,.,1.0%,.

# Record cards (already shown). Order of screens: Akt phos inh, CCT chaperon mod, HepG2 tox, A549 viability, TGFb SMAD3 inh, Nrf2 ARE act, Abeta rescue, Nrf2 block, MmCpn inh
# CC1(C)NC(=O)N(CCCCOc2ccc(Cl)cc2)C1=O as listed: i, 0.3, 7.7%, -3.7%, -2.9%, -0.3%, 11.4%, -16.4%, 1.0%
# CC(=O)Nc1ccc(S(=O)(=O)N(C)CC(=O)OCC(=O)N2CCCCC2)cc1 as listed: i, 1.1, 4.1%, -3.7%, 6.2%, 0.1%, 7.3%, -3.1%, 1.1%
# CCN(C)C1CN(Cc2cn(Cc3ccccc3)nn2)S(=O)(=O)C1 (stereo not drawn) as listed: i, 0.8, ., ., ., -1.2%, -6.7%, ., .
# CCc1nc2c(OCc3ccc(OC)cc3)cccn2c1N(C)C(=O)C(C)C as listed: i, -1.3, -12.4%, ., 3.5%, 0.0%[9.22 µM], 14.4%, ., .

# The listing continues.
25	N#Cc1ccc(-c2csc(NNC(=O)c3ccccc3)n2)cc1
26	Cc1ccc(S(=O)(=O)n2ccc3c(OCCOCCNCc4ccc(F)cc4)cccc32)cc1
27	O=Cc1ccc2c(c1)CCN2Cc1ccccc1
28	CCN1CCN(c2cc(SC(C)C)nc(-c3ccc(OC)cc3)n2)CC1
29	O=C(O)CCC(CNS(=O)(=O)c1ccccc1)C(F)(F)F (stereo not drawn)
30	CCCCSc1nc(NCc2ccco2)c2c3c(sc2n1)COC(C)(C)C3
31	CC(=O)c1ccc(OCC(O)CN2CCN(CCN3C(=O)c4cccc5cccc(c45)C3=O)CC2)cc1 (stereo not drawn)
32	COc1ccc2nc(NC(=O)CS(=O)(=O)Cc3ccccc3)sc2c1

screen / no.,25,26,27,28,29,30,31,32
Akt phos inh,i,i,i,i,i,i,i,i
CCT chaperon mod,-4.4,-1.1,-0.3,-0.9,0.1,-0.7,0.0,-4.0
HepG2 tox,-7.4%,-115.8%,-18.9%,-56.6%,-2.2%,-16.8%,3.0%,-17.6%
A549 viability,-13.8%,?,-3.2%,?,1.9%,-21.9%,-6.0%,24.4%
TGFb SMAD3 inh,-24.4%,?,-9.1%,?,4.0%,-2.8%,?,-1.7%
Nrf2 ARE act,-1.1%,-2.7%,2.7%,4.3%,0.3%,2.5%,?,6.4%
Abeta rescue,9.7%,14.9%,-4.0%,-34.3%[inhibitor],-18.3%,9.8%,-11.2%,-0.2%
Nrf2 block,23.1µM*,?,-0.6%,?,3.5%,-16.6%,?,14.8%
MmCpn inh,-6.1%,0.5%,0.5%,-1.1%,-3.5%,-8.2%,1.5%,1.0%

33	Clc1ccc(C2CSc3c4ncnc-4ncn32)cc1 (stereo not drawn)
34	Cc1cccc(-n2ncc3c(N4CCC5(CC4)OCCO5)ncnc32)c1
35	Cc1ccc(CNCc2ccccc2)s1
36	CC(=O)Nc1ccc(SCC(=O)N(C)C2CCS(=O)(=O)C2)cc1 (stereo not drawn)
37	CN(Cc1ccccc1)C(=O)c1ccc(Nc2nc(C(N)Cc3ccccc3)cs2)nc1 (stereo not drawn)
38	NC(=O)CSc1nnc(COc2ccccc2)n1Cc1ccco1

screen / no.,33,34,35,36,37,38
Akt phos inh,i,i,.,i,i,i
CCT chaperon mod,2.3,0.7,.,2.9,2.1,-0.2
HepG2 tox,17.5%,-44.9%,-6.1%,-13.8%,15.8µM*,-2.2%
A549 viability,-0.1%,7.1%,6.5%,-0.4%,.,3.9%
TGFb SMAD3 inh,25.3%,?,0.4%,0.6%,?,23.2%
Nrf2 ARE act,-0.5%,2.9%,-0.8%,0.1%,-2.9%,0.3%
Abeta rescue,5.8%,3.1%,0.0%,2.3%,-10.8%,3.7%
Nrf2 block,-2.8%,16.9%,19.2%,0.5%,.,2.8%
MmCpn inh,2.7%,1.4%,.,1.4%,.,-0.3%
